BaF3 parental: parental Ba/F3 viability inhibition as JAK2V617F counter-screen | inhibition, % at 5.6 µM | 1.1% of 220,000 active | CellTiter-Glo ATP luminescence | AID 1486;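 active = inhibition above a per-campaign cutoff, the mean inhibition of all tested compounds plus 3 SD, cut at about 27% in these data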;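 note: 0% = DMSO wells and 100% = JAK Inhibitor I control wells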
RBBP9 inhibitor: human RBBP9 hydrolase inhibition; O75884; recombinant RBBP9, FP-Rh probe fluorescence polarization; inhibition, % at 7.94 µM; 0.2% of 220,000 active; AID 1515;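 active = inhibition above the campaign mean of all tested compounds plus 3 SD, cut at about 14% in these data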;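 note: plate controls were DMSO wells with RBBP9 for no effect and wells lacking RBBP9 protein for full effect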
Target sequence (O75884 whole entry, looked up): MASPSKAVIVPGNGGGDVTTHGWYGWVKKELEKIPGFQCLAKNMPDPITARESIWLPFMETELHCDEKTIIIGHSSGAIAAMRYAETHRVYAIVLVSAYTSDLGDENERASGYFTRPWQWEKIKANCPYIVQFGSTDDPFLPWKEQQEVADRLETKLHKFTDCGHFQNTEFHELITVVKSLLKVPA
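Material: RBBP9 protein. Amount: RBBP9 at 2.5 µM in dispensed solution, before mixing. Schedule: 30 min then 45 min, 25 °C. Medium: Tris buffer pH 8.0, NaCl, Pluronic. Measured by: fluorescence polarization. Measure: percent inhibition from mP, scaled between DMSO and no-protein wells. Replication: one well per compound.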
TbHK1 inh: blocks Trypanosoma brucei hexokinase 1 activity. recombinant TbHK1, G6PDH-coupled NADH A340. 0.11% of 220,000 active. inhibition, % at 10 µM. AID 1430;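 active = inhibition of 50% or more in the single-dose primary screen; inactive = inhibition below 50%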
Ba/F3 V617F tox: loss of viability in JAK2V617F-driven Ba/F3 cells | 1.1% of 220,000 active | AID 1446 | Ba/F3 EpoR-JAK2V617F viability, ATP luminescence | inhibition, % at 5.6 µM;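 active = inhibition above the campaign mean plus 3 SD over all tested compounds, cut at about 24% in these data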;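 note: cytokine-independent growth of Ba/F3 cells driven by EpoR plus mutant JAK2; 0% = DMSO-treated cells and 100% = JAK inhibitor I control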
p47phox inh: blocks human p47phox regulatory protein of NADPH oxidases; P14598; p47phox/p22phox peptide binding, fluorescence polarization, 2 h; inhibition, % at 24.7 µM; 0.53% of 220,000 active; AID 1274;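 active = inhibition above about 30%, limit read from the data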;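 note: 0% = p47phox with labelled peptide and 100% = labelled peptide alone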
Target sequence (P14598 whole entry, looked up): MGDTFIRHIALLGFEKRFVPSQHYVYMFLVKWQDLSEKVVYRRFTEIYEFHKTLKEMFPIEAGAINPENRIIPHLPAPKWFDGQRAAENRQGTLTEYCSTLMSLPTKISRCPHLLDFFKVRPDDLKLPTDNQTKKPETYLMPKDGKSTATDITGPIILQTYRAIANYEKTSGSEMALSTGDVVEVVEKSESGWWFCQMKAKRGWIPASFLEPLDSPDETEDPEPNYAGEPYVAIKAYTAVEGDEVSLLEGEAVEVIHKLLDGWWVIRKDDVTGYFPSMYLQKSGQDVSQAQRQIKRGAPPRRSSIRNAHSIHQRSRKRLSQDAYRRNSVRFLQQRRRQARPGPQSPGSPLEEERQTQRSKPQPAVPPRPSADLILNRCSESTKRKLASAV
p97 ATPase inh: inhibitors of human p97 ATPase | P55072 | recombinant p97 ATPase, Kinase-Glo ATP luminescence, 3 h | inhibition, % at 8 µM | 0.42% of 220,000 active; in the data active = inhibition above about 15%;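 note: 0% = DMSO vehicle and 100% = wells lacking enzyme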
Furin inhibitor: human furin inhibition | 0.061% of 220,000 active | inhibition, % at 30 µM | purified furin, fluorogenic substrate cleavage | AID 463115 | P09958; in the data active = inhibition above about 25%; note: inactives centre near -15
PPC-1+TRAIL kill: kills PPC-1 cancer cells in the presence of TRAIL; PPC-1 cells + TRAIL, ATPLite viability luminescence; cell killing (% activity), % at 4 µM; 0.41% of 220,000 active;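 active = cell killing above 50% in the first pass at 4 µM, then a duplicate retest at 5 µM averaging 50% or more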;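 note: plate controls were cells with TRAIL plus DMSO for no effect and medium-only wells lacking cells for full effect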
EP2 antag: EP2 receptor (human) inhibition. P43116. C6 glioma cells expressing human EP2, cAMP TR-FRET; cells stimulated with saturating PGE2. inhibition, % at 25 µM. 0.52% of 260,000 active;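 active = percent inhibition above 40 after rounding to a whole number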;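 note: rat C6 glioma host cells with rolipram phosphodiesterase inhibitor present; the protocol text gives 20 µM as final concentration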
Target sequence (P43116 whole entry, looked up): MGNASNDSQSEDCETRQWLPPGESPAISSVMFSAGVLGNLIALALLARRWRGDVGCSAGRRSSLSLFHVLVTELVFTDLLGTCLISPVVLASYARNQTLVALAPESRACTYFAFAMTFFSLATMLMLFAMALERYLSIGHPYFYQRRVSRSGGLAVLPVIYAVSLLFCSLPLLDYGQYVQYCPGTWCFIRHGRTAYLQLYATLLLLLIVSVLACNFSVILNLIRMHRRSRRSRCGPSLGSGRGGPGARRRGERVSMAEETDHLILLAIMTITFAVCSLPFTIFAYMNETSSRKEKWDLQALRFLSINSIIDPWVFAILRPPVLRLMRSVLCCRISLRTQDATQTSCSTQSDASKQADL
The depositor's hits bear a star; nt = no result given; & = joins results of further samples; [ ] = another dose, or the depositor's remark. These rows are one share of the data; rates above refer to the full screens.

SMILES	BaF3 parental	RBBP9 inhibitor	TbHK1 inh	Ba/F3 V617F tox	p47phox inh	p97 ATPase inh	Furin inhibitor	PPC-1+TRAIL kill	EP2 antag
COc1ccccc1NS(=O)(=O)c1cc(C(=O)N2CC(C)CC(C)C2)ccc1C (stereo not given)	6	-9	-7	2	-4	-5	-3[20 µM]	28	5
CNC(=O)NC(=O)CSc1ncc(C(F)(F)F)cc1Cl	-1	8	-6	-3	-9	6	-9	-2	-2
O=C(c1ccc(Cl)c(S(=O)(=O)N2CCOCC2)c1)N1CCN(Cc2ccccc2)CC1	0	-10	-2	3	7	-5	-13[20 µM]	6	7
CC(C)CC(=O)Nc1c2c(nn1-c1ccc(F)cc1)CSC2	7	-7	6	2	-1	-1	9	13	4
CCCCOC(=O)CSc1nnc(N)s1	7	-11	1	0	-11	-1	-2	18	4
O=S(=O)(Nc1cccc(-c2nnco2)c1)c1ccc(Cl)cc1	1	2	-3	-1	-6	5	-18	14	12
CCOC(=O)c1nn(-c2ccc(OC)cc2)c(=O)c2c(N)scc12	4	13	-10	-2	-16	1	-11[20 µM]	26	13
O=c1cnnc(Nc2cccc(C(F)(F)F)c2)[nH]1	6	-6	-2	1	-6	-1	-26	-6	4
c1ccc(C(c2ccccc2)N2CCN(Cc3nc(-c4cnccn4)no3)CC2)cc1	2	4	-15	-2	-10	-2	2	6	7
O=C(NCCc1ccccc1)c1ccc([N+](=O)[O-])cc1	-2	-2	-4	-2	-1	1	-14	12	nt
Cc1ccc(CN2CCN(Cc3ccon3)CC2CCO)cc1 (stereo not given)	3	-1	-3	1	-4	4	-35	-2	0
COc1ccc(CNC(=O)C(=O)NCC2OCCN2S(=O)(=O)c2cccs2)cc1 (stereo not given)	4	-8	-4	0	-10	4	-7	10	9
COc1ccccc1N1CCN(C(=O)c2ccc3c(=O)n(Cc4ccco4)c(=S)[nH]c3c2)CC1	8	-7	-10	2	-11	-2	-26	15	10
Cc1ccc(CSc2nc3c(c(=O)[nH]2)CCC3)cc1	4	-2	-3	-1	-7	1	-22[20 µM]	22	7
Cc1cc(C)c(NC(=O)COc2ccccc2C(=O)Nc2ccc3c(c2)oc2ccccc23)c(C)c1	4	10	-8	0	-1	0	-12[20 µM]	5	11
CC(CCc1ccccc1)NC(=O)Cc1cccs1 (stereo not given)	12	-9	-4	0	-10	-1	-22	10	17
COc1ccc(-n2c(O)c(C=Nc3ccccc3)c3ccccc3c2=O)cc1OC	-6	-3	-17	4	-18	-3	-18	15	6
C/C=C(\C)CN1CCN(c2ccccc2F)CC1	2	-9	-3	1	-3	-3	-21	-6	8
CC(=C/c1ccccc1)/C=N/NC(=O)c1ccccn1	1	-12	-83	4	-13	-13	-10	82*[5 µM]	7
CCCOc1ccc(C(CC(=O)O)NC(=O)C23CC4CC(CC(C4)C2)C3)cc1 (stereo not given)	3	-9	60*	-3	-5	-1	-21[20 µM]	0	10
CCCCC(=O)NCCc1ccc(S(N)(=O)=O)cc1	2	-9	0	2	-8	-4	-14[20 µM]	2	9
CC(=O)Nc1ccc(S(=O)(=O)n2nc(-c3ccc(C)cc3)nc2N)cc1	4	-13	5	3	-11	1	-25	13	35
CC1=C(/C=C/C(C)=N\NC(=O)c2ccncc2)C(C)(C)CCC1	2	6	-9	-5	-4	8	-5	11	9
O=C(NC1CCCCC1)N1CCN(C2CCCCC2)CC1	4	-9	-7	1	0	1	-20[20 µM]	0	3
NC(=O)C1CCN(c2ncnc3c2c(-c2ccccc2)cn3-c2ccccc2)CC1	9	-5	-17	4	-11	0	-21	-16	9

One compound at a time (already shown):
Profile of CNC(=O)NC(=O)CSc1ncc(C(F)(F)F)cc1Cl = BaF3 parental = -1; RBBP9 inhibitor = 8; TbHK1 inh = -6; Ba/F3 V617F tox = -3; p47phox inh = -9; p97 ATPase inh = 6; Furin inhibitor = -9; PPC-1+TRAIL kill = -2; EP2 antag = -2
Profile of CC(CCc1ccccc1)NC(=O)Cc1cccs1 (stereo not given) = BaF3 parental = 12; RBBP9 inhibitor = -9; TbHK1 inh = -4; Ba/F3 V617F tox = 0; p47phox inh = -10; p97 ATPase inh = -1; Furin inhibitor = -22; PPC-1+TRAIL kill = 10; EP2 antag = 17
Profile of CCCCC(=O)NCCc1ccc(S(N)(=O)=O)cc1 = BaF3 parental = 2; RBBP9 inhibitor = -9; TbHK1 inh = 0; Ba/F3 V617F tox = 2; p47phox inh = -8; p97 ATPase inh = -4; Furin inhibitor = -14[20 µM]; PPC-1+TRAIL kill = 2; EP2 antag = 9

(more compounds)
SMILES	BaF3 parental	RBBP9 inhibitor	TbHK1 inh	Ba/F3 V617F tox	p47phox inh	p97 ATPase inh	Furin inhibitor	PPC-1+TRAIL kill	EP2 antag
C=CCC(CC(O)COCCC)C(=O)NNC(=S)Nc1ccccc1 (stereo not given)	3	-8	10	-1	24	1	-21	6	5
Cc1cccc(NC(=O)c2ccc(COc3ccc4ccccc4c3)o2)n1	8	-6	-6	4	-23	-2	-25	9	3
Cc1n[nH]c(C)c1CCNCc1ccc(OCC(O)CN2CCCCC2)cc1 (stereo not given)	7	2	4	-1	-4	2	-11	-1	6
Cc1c(C(=O)NCC2CCCO2)oc2ccc(S(=O)(=O)N3CC(C)CC(C)C3)cc12 (stereo not given)	5	0	1	-2	-13	4	1	12	9
CCOC(=O)/C(C#N)=C1/C=C(C)c2ccccc2N1	9	-1	-5	5	3	-2	-26	2	7
Cc1c(N=C2C(=O)Nc3ccccc32)c(=O)n(-c2ccccc2)n1C	2	-10	-7	-3	2	-3	-16	2	11
COc1cccc(Cl)c1NC(=O)N1CCN(c2ccnc3cc(Cl)ccc23)CC1	-5	-14	-14	0	-14	9	-16	9	4
COc1ccc(OCCNC(=O)CCCO)cc1	-1	-10	-11	0	-7	6	-19	2	11
CCC(=O)NC(c1cccs1)c1cc(Cl)c2cccnc2c1O (stereo not given)	4	-8	2	4	-4	4	-3	nt	8&7
C/C(=N\OC(=O)c1ccc(F)cc1)c1nccs1	6	11	-1	-1	-11	1	-3[20 µM]	-5	5
O=C(NCCc1ccccc1)C(=O)NCC1CCCO1 (stereo not given)	3	-10	-5	1	0	-3	-6[20 µM]	17	4
COc1ccc(C(=O)C2CCCN(Cc3cccn3-c3ccccn3)C2)c(C)c1 (stereo not given)	5	6	11	7	-4	0	-10	1	3
CCOC(=O)C(C)Sc1nc(N)c(NC(=O)c2ccc(OC)c(OC)c2)c(=O)[nH]1 (stereo not given)	6	-12	-7	-3	1	1	-21	-8	8
O=C(NC1=NCCCCC1)c1cccc2ccccc12	0	-3	-1	-3	6	2	-22	14	8
O=S(=O)(/N=C(/Nc1ccccn1)c1ccccc1)c1ccc(Cl)cc1	3	-11	-4	2	2	-1	-8[20 µM]	-14	4
CC(C)c1ccc(CNC(=O)C(=O)NCC2CCCO2)cc1 (stereo not given)	9	-5	-3	0	4	5	-24	-15	8
CCC(Sc1nc2ccccc2s1)C(=O)Nc1cc(C)on1 (stereo not given)	1	-6	5	-3	-7	0	-6[20 µM]	34	11&14
CC(C)C(=O)N1C2CCC1CC(O)(c1ccc(F)cc1)C2 (stereo not given)	-4	0	0	-4	-8	4	-17[20 µM]	12	16&3
Cc1ccc(NC(=S)NNC(=O)c2ccco2)cc1	9	1	-4	4	-3	-1	-21[20 µM]	3	6
CCOC(=O)c1c(C)oc2c1c1c(c3ccccc32)OCN(Cc2cccnc2)C1	0	0	-13	-1	5	1	-34[20 µM]	16	17
CC(=O)Nc1c(C(=O)N2CCOCC2)sc2nc3c(cc12)COC(C)(C)C3	4	-3	6	1	-7	2	-26[20 µM]	39	3
O=C1CC(c2ccc(S(=O)(=O)NCCOc3ccccc3)cc2)CN1 (stereo not given)	4	-4	1	0	-6	4	-20[20 µM]	-2	7
Cc1nc(Cl)c(C(=O)NC(C)(C)C)c(C)c1Cl	9	-4	3	0	-4	3	-25	3	5
CCc1cc2c(=O)c(-c3nc4ccccc4n3C)coc2c(CN2CCN(C)CC2)c1O	1	-10	-33	-1	1	-2	-28[20 µM]	13	11
CN1CCN(C(N)=NC(=O)c2ccccc2)CC1	2	-4	4	-1	-4	3	-21	30	2

More entries follow.
SMILES	BaF3 parental	RBBP9 inhibitor	TbHK1 inh	Ba/F3 V617F tox	p47phox inh	p97 ATPase inh	Furin inhibitor	PPC-1+TRAIL kill	EP2 antag
COc1ccc(CNc2nc3ccccc3n2CCN2CCOCC2)cc1	5	-8	0	2	6	0	-13[20 µM]	-7	18
COc1cc(Cc2ccc(N)c(OC)c2)ccc1N	2	-6	-5	0	-4	5	-5	19	7
O=c1c(C/C=C/c2ccccc2)c(O)ccn1Cc1cccc(Cl)c1	5	-6	-4	1	0	4	-13	-10	7
COc1ccc(S(=O)(=O)/N=C2/C=CC(=O)C(C)=C2C)cc1	2	-5	-5	-1	3	-7	-22	16	13
C=CCn1c(-c2cccn(Cc3ccc(Cl)cc3)c2=O)n[nH]c1=S	6	1	-10	2	-3	3	-8[20 µM]	0	5
COc1cc(C2NC(=S)NC3=C2CCc2ccccc23)cc(OC)c1OC (stereo not given)	9	-4	-5	0	-14	-4	-23	25	1
O=C(NCC1CCCO1)C1CC(c2ccc(Cl)c(Cl)c2)=NO1 (stereo not given)	1	-4	2	6	-13	-6	-14[20 µM]	22	9&12
C=C(C)CNC(=S)N/N=C/c1ccccc1OCC(=O)O	3	-5	-36	1	-6	5	-1	6	5
Cc1ccc(NC(=O)c2cccc(S(=O)(=O)N(C)c3ccccc3)c2)cc1S(=O)(=O)N1CCOCC1	2	-17	-8	0	-20	5	-19	5	8
COCCCNC(=O)c1c(N)n(-c2ccccc2)c2nc3ccccc3nc12	-2	-3	-31	0	-12	2	-36	-11	7
C=Cn1ccnc1P(=S)(c1ccc2c(c1)c1ccccc1n2CC)c1nccn1C=C	4	-5	11	1	-43	5	-5	15	4
CC(C)C(c1nnnn1Cc1ccccc1)N(CCCO)Cc1cc2cc3c(cc2[nH]c1=O)OCO3 (stereo not given)	5	0	-30	3	-15	-2	-45	1	22
Cc1ccc2nc3c(cc(C#N)c(=N)n3CCCN3CCOCC3)c(=O)n2c1	3	-8	-5	-2	nt	2	-13[20 µM]	nt	nt
Cc1ccc(NC(=O)C(C)NC(=O)OCc2ccccc2)cc1C (stereo not given)	0	-7	-11	2	23	-2	-31	-20	5
COC(=O)c1ccc(NC(CC(C)C)C(=O)OC)c([N+](=O)[O-])c1 (stereo not given)	5	1	27	1	2	-1	-1	18	5
O=C(N/N=C/c1ccc(OCc2ccccc2)cc1)c1ccco1	0	-7	-17	-2	-5	6	-30	19	3
O=C(CCn1c(=O)[nH]c2ccsc2c1=O)NCc1ccc(F)cc1	8	-4	1	0	8	8	-28	9	2
CCCNC(=S)NNC(=O)c1cccs1	4	9	-10	-2	-1	1	-32	-2	1
O=C(O)[C@@H]1CCCN1c1ncnc2sc3c(c12)CCC3	12	4	7	8	-13	-2	1[20 µM]	22	15
COc1ccccc1-c1ccc(Nc2ccc(C(=O)N3CCOCC3)cc2)nn1	5	1	-30	0	-7	0	-19[20 µM]	34	14
CC(=O)Nc1ccc(S(=O)(=O)NCCSCc2cccc(Cl)c2)cc1	8	-3	5	-4	-17	3	-25	-23	4
COc1cccc(C2NC(=S)NC3=C2CCc2ccccc23)c1 (stereo not given)	9	-6	-3	0	-24	1	-24	0	2
c1ccc(-n2nnnc2OCCOc2nnnn2-c2ccccc2)cc1	2	-5	-2	-1	-13	-6	-21[20 µM]	-19	0
Cc1sc2ccccc2[n+]1CCC(C)S(=O)(=O)[O-] (stereo not given)	1	-4	5	-2	-28	4	-19[20 µM]	19	4
COCCCN1C(=O)c2ccc(C(=O)OCC(=O)N(C)c3ccccc3)cc2C1=O	0	-3	-3	-2	-2	-1	-28	5	4
